Source: PubChem (National Center for Advancing Translational Sciences (NCATS))
Coupling enz: inhibits coupling enzyme system, counter-screen for aldolase hits. coupling enzyme system counterscreen, AmpLite Red fluorescence. activity change, negative = inhibition, % at 58.2 µM, hits read low. 290,000 compounds, 0.67% hits. AID 2472; in the data active = activity change below about -30%; note: % is set by controls: 0 for no effect and ±100 for the full control effect
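Coupling enzymes only (glyceraldehyde-3-phosphate) + compound, at 57.5 uM final, 10 min RT; add substrate/coupling/AmpLite Red mix, 20 min RT; fluorescence ex 525/em 598 nm. Actives flag coupling-system interference.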
Giardia killer: Giardia lamblia killing | 340,000 compounds, 0.15% hits | activity change, % at 7.66 µM, hits read low | Giardia lamblia trophozoite viability; in the data active = activity change below about -80%; inconclusive = between about -30% and that limit;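 note: parasites exposed to compound for two days anaerobically before the ATP read; % is set by controls: 0 for no effect and ±100 for the full control effect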
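Luminescence from cellular ATP indicates surviving trophozoites (100 cells/well) following 48 hrs anaerobic compound treatment at 37 deg C; signal develops 15-30 min at room temperature.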
AT treatment: candidate therapy for ataxia-telangiectasia. […] A-T fibroblasts, KAP-1 phosphorylation AlphaLISA; neocarzinostatin DNA damage 30 min before lysis. Potency, µM (highest dose often 57.5 µM), for inactives: at the highest dose activation, actives largely listed as activators. 320,000 compounds, 0.19% hits. AID 485349; note: potency is the fitted concentration of half-maximal effect; % of control where 0% means no effect; nearly all actives have a fitted effect of over 45% in size
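hTERT-immortalized A-T patient fibroblasts ([…]), 500 cells/well in OPTI-MEM, 1% FBS, got compounds for 60 min, then NCS for 30 min at 37C. Lysates were then assayed for phospho-KAP-1 by AlphaLISA (anti-pKAP1 donor, anti-KAP1 acceptor beads), 6 hr at 25C.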
TCR act: activates T cell receptor signaling | primary human leukocytes, anti-CD3, IL-2 HTRF, 48 h | Potency, µM (highest dose often 9.22 µM), inactives show top-dose activation of IL-2 secretion, most hits filed as activators | 330,000 tested, under 10 active; note: % of control where 0% means no effect
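HTRF read-out of IL-2 secretion: europium cryptate donor excited at 320nm, d2 acceptor emission at 665nm. Cells were primary human leukocytes incubated 48 hr with compounds and a-CD3 beads, supplying TCR signal only.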
GALK inhibitor: blocks human galactokinase activity; P51570; Purified GALK, Kinase-Glo residual ATP luminescence; Potency, µM (titrated, usually from 57.5 µM), inactives show at the highest dose activity change, negative = inhibition, actives largely listed as inhibitors; 270,000 compounds, 0.007% hits; AID 1868; note: potency is the fitted concentration of half-maximal effect; % is set by controls: 0 for no effect and ±100 for the full control effect
Target sequence (P51570 whole entry, looked up): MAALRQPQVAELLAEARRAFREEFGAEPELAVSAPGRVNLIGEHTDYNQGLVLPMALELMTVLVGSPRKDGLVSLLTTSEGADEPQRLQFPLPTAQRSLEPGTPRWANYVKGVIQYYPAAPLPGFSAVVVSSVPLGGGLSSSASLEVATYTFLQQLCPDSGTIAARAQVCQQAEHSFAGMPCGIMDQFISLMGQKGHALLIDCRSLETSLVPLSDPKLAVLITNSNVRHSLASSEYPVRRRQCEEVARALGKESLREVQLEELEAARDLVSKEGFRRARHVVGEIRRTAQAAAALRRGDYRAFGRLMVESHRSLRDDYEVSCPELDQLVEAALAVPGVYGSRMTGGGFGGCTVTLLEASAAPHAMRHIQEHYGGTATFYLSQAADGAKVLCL
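Compounds were pin-transferred into ATP buffer (35 uM final), then GALK plus galactose (5 nM, 100 uM final) was added. After 1 h at room temperature, Kinase-Glo Plus was added and luminescence read after 10 min.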
TSHR antag: human thyrotropin receptor antagonism. 330,000 compounds, 0.2% hits. activity change, negative = inhibition, % at 11.5 µM. TSHR-expressing cells, TSH-stimulated cAMP HTRF, 2 h; stronger effect = lower value. P16473;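 active = activity change below a set negative limit, meaning inhibition stronger than a set level, cut at about -70% in these data; inconclusive = activity change between two set negative limits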; note: % is set by controls: 0 for no effect and ±100 for the full control effect
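Inhibition of cAMP made by TSHR-expressing cells under TSH stimulation (4nM final, EC80; 2 h, 37 deg C) is quantified with a one-step lysis HTRF kit, anti-cAMP cryptate versus cAMP-d2.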
MLL CXXC-DNA inh: blocks binding of human MLL CXXC domain to DNA; Potency, µM (doses to about 115 µM), inactives show at the highest dose activity change, negative = inhibition, actives largely listed as inhibitors; Q03164; MLL-CXXC / FITC-HOXA9 DNA fluorescence polarization; AID 2662; 290,000 compounds, 0.037% hits; active = well fitted inhibition curve with a large enough effect in the polarisation, with a control signal flat, not every such curve was filed as active; inconclusive = small, poorly fitted or top-dose-only effect, or effect the other way, or a change in a side signal; inactive = no such curve, though single readings can be large or run the other way; the % refers to the polarisation; note: potency is the fitted concentration of half-maximal effect
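Fluorescence polarization: 7 uM MLL-CXXC (stock) preincubated 5 min with compounds, then 50 nM fluorescein-HOX-A9 DNA (stock) added; 30 min ambient. Buffer 50 mM Tris-HCl pH 7.5, 50 mM NaCl, 1 mM DTT, 0.05% BSA.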
Tb PFK block: inhibitors of T. brucei phosphofructokinase; O15648; T. brucei PFK, ADP-Glo luminescence; Potency, µM (titrated, usually from 57.5 µM), without a hit: at the highest dose activity, negative = inhibition, usual class: inhibitors; 330,000 compounds, 0.17% hits; AID 485367;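 note: potency is the fitted concentration of half-maximal effect; 0% = uninhibited 1x PFK enzyme wells and -100% = no-enzyme wells; nearly all actives have a fitted effect of over 60% in size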
Target sequence (O15648 whole entry, looked up): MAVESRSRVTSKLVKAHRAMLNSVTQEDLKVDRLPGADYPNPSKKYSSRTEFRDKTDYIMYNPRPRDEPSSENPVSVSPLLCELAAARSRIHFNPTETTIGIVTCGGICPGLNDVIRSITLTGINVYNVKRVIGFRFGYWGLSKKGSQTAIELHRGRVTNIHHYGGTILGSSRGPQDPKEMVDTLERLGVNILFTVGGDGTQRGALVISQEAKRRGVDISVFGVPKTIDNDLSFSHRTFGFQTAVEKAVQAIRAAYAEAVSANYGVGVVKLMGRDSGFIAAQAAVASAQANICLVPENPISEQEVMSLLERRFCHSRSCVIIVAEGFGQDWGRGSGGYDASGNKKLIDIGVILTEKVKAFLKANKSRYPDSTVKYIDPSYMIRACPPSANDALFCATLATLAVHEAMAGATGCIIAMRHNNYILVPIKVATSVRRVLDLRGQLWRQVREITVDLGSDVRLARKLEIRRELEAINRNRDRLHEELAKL
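ADP-Glo luminescence quantified ADP after 45 min at room temperature, with 1.25 nM T. brucei PFK, 0.1 mM ATP and 0.5 mM fructose-6-phosphate in pH 8.0 TEA buffer. qHTS titrations up to 57 µM; curves classified by quality.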
BCR signal inh: chronic active BCR signaling inhibition; ABC-DLBCL IkBa-CBG/CBR reporter, luminescence ratio, 4 h; Potency, µM (titrated, usually from 46.1 µM), for inactives: at the top dose ratio change, negative = lower green/red ratio, actives largely listed as inhibitors; 340,000 compounds, 0.05% hits; active = well fitted inhibition curve with a large enough effect in the signal ratio, with a control signal flat, not every such curve was filed as active; inconclusive = small, poorly fitted or top-dose-only effect, or effect the other way, or a change in a side signal; the % refers to the signal ratio;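 note: potency is the fitted concentration of half-maximal effect; plate controls were basal doxycycline-induced cells for no effect and cells given 10 µM MG132 for full effect; MG132 reads +100%, hits lower the ratio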
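Cell line TMD8 (human ABC DLBCL), stably expressing tet-inducible CBG68-IkBa fusion and CBR; IMDM/0.5% FBS; cpd up to 46 uM; dox induction, 4 h, 37C/5% CO2; dual luminescence; green/red ratio; MG132 control.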
KCNH2 WT inh: blocks the wildtype human KCNH2 potassium channel | Q12809 | U2OS, BacMam KCNH2, thallium flux FluxOr; stronger effect = lower value | activity change, % at 1.84 µM | 340,000 compounds, 0.37% hits | AID 720551;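 active = maximum activity change below -70%; inconclusive = maximum activity change between -70% and -50%; inactive = maximum activity change above -50%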; note: % is set by controls: 0 for no effect and ±100 for the full control effect
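U2OS cells were transduced with wild-type KCNH2 virus (2.03 x 10^8 / mL) for 4 h at room temperature, then cultured overnight at 37 C. Thallium flux was read with FluxOr dye. Rate constants were normalized to DMSO controls.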
* hit, by the source's call; ? = inconclusive; · = not tested or not shown; [ ] = remark or other dose. Unless noted, calls come from the whole dose curve; as a rule, active = well fitted curve in the direction sought with a large enough effect; inconclusive = small, poorly fitted or top-dose-only effect, or another doubt; inactive = no such curve, though single readings can be large; an effect the other way counts as inactive or inconclusive.

Every second line gives: Coupling enz	Giardia killer	AT treatment	TCR act	GALK inhibitor	TSHR antag	MLL CXXC-DNA inh	Tb PFK block	BCR signal inh	KCNH2 WT inh
- COc1ccc(NC(C)=O)cc1NC(C)C(=O)Nc1ccccc1F (stereo not drawn)
    -1	8	-1%	4%	0%	0	1%	-5%	1%	0
- COCCCn1c(-c2ccccc2Cl)n[nH]c1=S
    -2	-10	8%	3%	-1%	-8	3%	-6%	?	2
- Cc1ccc(C2=NCCn3nc4cc([N+](=O)[O-])ccc4c32)cc1
    ·	-18	-4%	3%	·	-3	·	-20%	4%	-2
- O=C(O)c1ccc(NC(=O)c2ccccc2NC(=O)c2ccccc2Br)cc1
    3	-13	10%	0%	0%	3	3%	1%	7%	-4
- O=C(Cc1c(F)cccc1Cl)NCCc1c[nH]c2ccccc12
    -1	4	10%	2%	12%	-5	4%	0%	-6%	-3
- Cc1ccc2c(Cl)c(C(=O)Nc3cc(C)on3)sc2c1
    -1	6	2%	4%	0%	-1	-9%	-1%	?	5
- CCOC(=O)c1c(NC(=O)C(=O)N/N=C/c2ccccc2OC)sc2c1CCCCC2
    4	-17	-3%	0%[46.1 µM]	-2%	-5	13%	0%	-2%	-4
- COc1cc2c(cc1OC)C(c1cccc([N+](=O)[O-])c1)N(C(=O)c1ccc(F)cc1)CC2 (stereo not drawn)
    -2	21	5%	-8%	-5%	2	7%	0%	-3%	11
- COc1ccc(C(=O)NC2CC2)cc1OC1CCN(Cc2ccc(F)c(F)c2)CC1
    ·	7	8%	-4%	-3%	-17	8%	-8%	6%	14
- CC(Oc1ccc(Cl)cc1)C(=O)Nc1nccs1 (stereo not drawn)
    -4	8	-3%	-2%	3%	0	-2%	3%	?	0
- O=c1c2ccccc2cnn1CCOc1ccccc1
    0	-5	6%	-3%[46.1 µM]	7%	-3	7%	-17%	?	-18
- CS(=O)(=O)c1nc(S(=O)(=O)c2ccc(Cl)cc2)c(NCCN2CCOCC2)s1
    ·	8	15%	1%	0%	8	3%	-4%	-6%	-6
- CC1CC(=O)Nc2ccccc2N1C(=O)Cn1cnc2ccccc2c1=O (stereo not drawn)
    ·	-6	3%	-11%	·	-7	·	-6%	0%	-14
- O=C1NC2=C(C(=O)CCC2)C(c2ccc3ncccc3c2)N1 (stereo not drawn)
    2	-4	2%	0%	0%	-3	4%	3%	?	5
- CC(Oc1ccc2c(c1)c1ccnc3c4ccccc4c(=O)n2c13)C(=O)NCCN1CCOCC1 (stereo not drawn)
    -2	12	8%	5%	·	-7	-3%	-2%	?	8
- CC(C)(C)NC(=O)NC(=O)COc1ccc(Br)cc1Br
    -10	-2	-3%	1%[46.1 µM]	0%	-14	-5%	1%	7%	-7
- NS(=O)(=O)c1ccc(CCNC(=O)C(=O)c2c[nH]c3ccccc23)cc1
    0	-3	3%	-11%[46.1 µM]	-1%	9	6%	-2%	0%	-3
- CC(C)(C)CC(C)(C)N=C1NS(=O)(=O)c2cc([N+](=O)[O-])ccc21
    -2	-12	0%	0%	0%	-7	-6%	0%	7%	0
- CC(=O)c1ccc(-c2ccc(/C=C(/Sc3n[nH]c(C)n3)C(=O)O)o2)cc1
    -5	?	-11%	4%	-4%	-7	32%[activator]	0%	1%	-2
- O=S(=O)(Nc1nc2ccccc2nc1Cl)c1ccc(Cl)cc1
    10	8	-6%	-21%[46.1 µM]	-2%	-5	-5%	2%	?	3

Remaining list, next part.
Every second line gives: Coupling enz	Giardia killer	AT treatment	TCR act	GALK inhibitor	TSHR antag	MLL CXXC-DNA inh	Tb PFK block	BCR signal inh	KCNH2 WT inh
- Cc1c(C(=O)Nc2ccc(F)cc2)oc2ccc(S(=O)(=O)N3CCC4(CC3)OCCO4)cc12
    2	4	-2%	3%	-1%	-12	3%	-4%	?	5
- Cc1nn(C)cc1CNC(=O)c1cnn2c1NC(c1ccc(Br)cc1)CC2C(F)(F)F (stereo not drawn)
    4	18	5%	-5%	-3%	24	-8%	-3%	-1%	1
- CCn1cc(CN2CCCC(CNC(=O)COc3ccccc3OC)C2)c(C)n1 (stereo not drawn)
    1	9	6%	-1%	1%	33	5%	-1%	?	6
- CC1Cc2ccccc2N1C(=O)C1CCN(S(=O)(=O)c2cccs2)CC1 (stereo not drawn)
    3	2	-7%	6%	0%	12	4%	-3%	-1%	14
- Cc1cccc(-c2oc3ccc(-c4ccc5c(c4)OCO5)cc3c2C(=O)OCc2ccc(O)cc2)c1
    -3	8	-7%	-6%	·	18	26%	-2%	4%	2
- Cc1cc(C(=O)NCCCc2ccccc2)no1
    0	7	2%	-1%	1%	4	-1%	-11%	4%	1
- O=C1CCCC2=C1C(c1cccs1)n1nc(SCc3ccccc3)nc1N2 (stereo not drawn)
    0	-19	3%	-2%	-3%	5	4%	-3%	-3%	3
- Cc1ccc(S(=O)(=O)N2CCOCC2)cc1NC(=O)COC(=O)Cc1cccs1
    ·	1	6%	-7%	·	9	·	-6%	1%	-2
- Nc1n[nH]c2c1C1(CCCC1)Cc1ccccc1-2
    -2	3	-5%	7%	2%	6	6%	-10%	-8%	0
- Cc1ccc(C(NC(=O)c2cccc(S(=O)(=O)N3CCN(C)CC3)c2)c2ccccc2)cc1 (stereo not drawn)
    ·	-2	4%	0%	·	-4	·	-4%	0%	11
- Cc1noc(C)c1C(=O)N1CCN(Cc2ccccc2)CC1
    4	-8	-3%	2%	1%	-11	17%	3%	3%	-7
- c1ccc(COc2ccc(OCCN3CCCCC3)cc2)cc1
    2	-9	·	-1%[46.1 µM]	2%	3	0%	-13%	?	36
- Cn1c(=O)n(Cc2ccccc2)c(=O)c2c1nc1n2CCCN1CCc1ccccc1
    2	-5	·	-7%	5%	0	9%	4%	?	6
- CCOC(=O)C1=C(CC)Nc2ccccc2N/C1=N\S(=O)(=O)c1cccc(C(C)=O)c1
    ·	-21	-2%	·	·	-9	·	3%	-1%	5
- CCS(=O)(=O)Nc1cccc(-c2nc3cccnc3s2)c1C
    0	-9	-3%	-4%	-2%	4	10%	-3%	-8%	-1
- CN1CCN(C(=O)c2ccc3c(Cl)c4c(nc3c2)CCCC4)CC1
    0	-15	9%	-5%	2%	10	5%	-3%	?	2
- CCc1ccc(S(=O)(=O)Nc2cc(SCC(=O)O)c(O)c3ccccc23)cc1
    -42*	-7	-4%	1%	-1%	25	5%	-21%	?	·
- Cc1nc(C)c(C(=O)C2=C(O)C(=O)N(CCCn3ccnc3)C2c2ccccc2)s1 (stereo not drawn)
    1	-4	-2%	-3%	1%	5	12%	-16%	12%	35
- COc1ccc(S(=O)(=O)Nc2nnc(CC(C)(C)C)s2)cc1
    3	-12	-9%	6%	1%	-10	-1%	0%	2%	-11
- COC(=O)c1cc(S(=O)(=O)N2CCN(c3ccccc3OC)CC2)cn1C
    ·	1	1%	4%	5%	-14	6%	0%	0%	-12

Further results.
Every second line gives: Coupling enz	Giardia killer	AT treatment	TCR act	GALK inhibitor	TSHR antag	MLL CXXC-DNA inh	Tb PFK block	BCR signal inh	KCNH2 WT inh
- CCOC(=O)c1cccc(NC(=O)CSc2nnnn2CC)c1
    1	1	-1%	3%	3%	1	-3%	4%	0%	-4
- CCOC(=O)C(=O)N1CCN(c2cc3c(cc2[N+](=O)[O-])n(C)c(=O)n3C)CC1
    1	-3	-1%	-61%	0%	-9	5%	7%	3%	13
- COc1ccccc1OCCNC(=O)C(=O)c1c[nH]c2ccccc12
    0	-8	-9%	10%	3%	7	-7%	-5%	?	3
- CCn1cc([N+](=O)[O-])c(C(=O)N2CCCCCC2)n1
    ·	-15	-6%	2%	6%	-2	24%	-3%	2%	-7
- COc1cccc(SCc2noc(C(=O)NCC3CCCO3)c2C(=O)O)c1 (stereo not drawn)
    7	11	4%	-2%	-6%	-11	-5%	-2%	-9%	·
- OC1CCCN(CC(O)COC(c2ccc(F)cc2)c2ccc(F)cc2)C1 (stereo not drawn)
    4	6	1%	-4%	2%	8	0%	-11%	-1%	61
- COc1cc(/C(=C/c2ccccc2)c2ccccc2)c2c(c1)oc1ccccc12
    -2	7	7%	-2%	·	1	-5%	3%	13%	8
- O=S(=O)(c1cc(-c2nnc(-c3ccc(Br)cc3)o2)ccc1Br)N1CCCCCC1
    0	-1	2%	5%[46.1 µM]	-3%	13	-5%	-1%	-6%	0
